Source: PubChem BioAssay
ST2 IL33 inh – inhibitors of human ST2 (IL1RL1) binding to IL-33 | Q01638 | AlphaLISA ST2-Fc/biotin-IL-33 interaction, 1 h | inhibition, % for hits at 17 µM | 78,000 tested, 2.3% active; in the data active means inhibition above about 30%; inconclusive means mostly about 10% to 28%
Target sequence (Q01638 whole entry, looked up): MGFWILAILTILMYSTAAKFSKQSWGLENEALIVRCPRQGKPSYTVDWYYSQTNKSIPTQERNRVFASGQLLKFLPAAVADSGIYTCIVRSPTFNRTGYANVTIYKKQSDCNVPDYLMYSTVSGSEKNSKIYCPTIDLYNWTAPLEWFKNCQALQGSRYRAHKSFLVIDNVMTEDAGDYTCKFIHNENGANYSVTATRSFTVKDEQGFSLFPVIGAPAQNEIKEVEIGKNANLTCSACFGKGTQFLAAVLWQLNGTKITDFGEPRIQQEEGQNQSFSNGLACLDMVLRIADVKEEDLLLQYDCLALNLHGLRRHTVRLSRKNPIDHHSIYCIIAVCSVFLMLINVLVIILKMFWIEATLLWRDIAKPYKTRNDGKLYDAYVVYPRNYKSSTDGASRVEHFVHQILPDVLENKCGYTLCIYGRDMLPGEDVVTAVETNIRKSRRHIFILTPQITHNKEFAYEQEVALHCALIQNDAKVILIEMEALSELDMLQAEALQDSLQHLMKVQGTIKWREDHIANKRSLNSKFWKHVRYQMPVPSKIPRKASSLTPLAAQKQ
An asterisk follows results filed as active; i = inactive; ? = inconclusive; ! = not active in a repeat.

SMILES	ST2 IL33 inh
O=C(CSc1ncnc2sc(-c3ccccc3)cc12)N1CCOCC1	i
COc1cc(O)cc2c1C(=O)CC(c1ccc(O)cc1)O2 (centres undefined)	i
COc1ccc2nc(NC(=O)c3ccc(OC)c([N+](=O)[O-])c3)sc2c1	i
CCCc1cc(Sc2ccccc2NC(=O)Nc2ccc(F)c(Cl)c2)n2ncnc2n1	i
Cc1ccccc1NC(=O)CCC(=O)Nc1ccccc1C	i
O=C(CN1CCN(Cc2ccc(Cl)cc2)S1(=O)=O)Nc1cccc(Cl)c1	i
O=C(CC1(c2ccccc2)CC(=O)N(Cc2ccc3c(c2)OCO3)C1=O)N1CCc2ccccc2C1 (centres undefined)	i
O=C(NCc1cccc(Oc2ccccc2)c1)c1ccco1	i
CCOc1ccc(C(=O)Nc2ccc(Nc3nc(C)cc(N(C)C)n3)cc2)cc1	?
CCOc1ccccc1N1C(=O)[C@H]2C3c4ccccc4C(CO)(c4ccccc43)[C@H]2C1=O	i
Nc1cc(-c2cccc3cnccc23)nc(N2CCCC2)n1	?
CC(C)CN(Cc1cnn(C)c1)C(=O)c1cccc2c(=O)c3ccccc3[nH]c12	?
N#Cc1c(C(F)(F)F)cc(-c2cccs2)nc1SCc1nc(N)nc(N2CCOCC2)n1	?
COc1ccc(C2C(C(=O)N3CCCCC3)c3cc(OC)c(OC)cc3C(=O)N2C)cc1OC (centres undefined)	i
Brc1ccccc1CN1CCc2ccccc2C1	i
C=C(C)CN(C)C(=O)C12CC3C[C@@](C)(C1)C[C@](C)(C3)C2	i
Cc1c(Cl)cccc1NC(=O)c1ccc([N+](=O)[O-])cc1	i
C=CCSC1=C(C#N)C(c2ccc(C)o2)CC(=O)N1 (centres undefined)	i
C=CCN(CC=C)C(=O)C1c2ccccc2Oc2ccccc21	i
CC(C)N(Cc1c[nH]c2ccccc12)C(=O)Nc1ccc(Cl)c(Cl)c1	?
CC1CC(C)CN(C(=O)c2ccc(CS(=O)(=O)c3ccc(Br)cc3)o2)C1 (centres undefined)	i
Cc1cccc(-c2cc(N3CCN(S(=O)(=O)c4cccc(Cl)c4)CC3)ncn2)c1	i
O=C1N=C(N2CCCC2)S/C1=C\C=C\c1ccccc1	?
O=C(C1CC1)N1CCc2cc(S(=O)(=O)NCCN3CCOCC3)ccc21	?
CCc1ccc(Cn2c(CNS(=O)(=O)CC)nc3cccnc32)cc1	i
O=C(CSCc1ccc(Cl)cc1)Nc1cccc(F)c1	i
Cc1cc2nc(COc3ccc(Cl)cc3NC(=O)COc3ccccc3C)cc(=O)n2o1	i
CSC1=N/C(=C\c2ccccc2OCc2ccccc2)C(=O)S1	64%*
COc1cccc(-c2cc(N3CCN(S(=O)(=O)c4c(C)noc4C)CC3)ncn2)c1	i
NC(=O)c1cc(NC(=O)c2cccs2)ccc1N1CCOCC1	?

Looked up by structure from the list above, 5 records:
SMILES	ST2 IL33 inh
C=C(C)CN(C)C(=O)C12CC3C[C@@](C)(C1)C[C@](C)(C3)C2	i
Cc1cccc(-c2cc(N3CCN(S(=O)(=O)c4cccc(Cl)c4)CC3)ncn2)c1	i
O=C(C1CC1)N1CCc2cc(S(=O)(=O)NCCN3CCOCC3)ccc21	?
Cc1cc2nc(COc3ccc(Cl)cc3NC(=O)COc3ccccc3C)cc(=O)n2o1	i
CCc1ccc(Cn2c(CNS(=O)(=O)CC)nc3cccnc32)cc1	i

Continuation:
SMILES	ST2 IL33 inh
Cc1ccc(SCc2nc3scc(C)n3c2Br)cc1	i
CC(C)(C)CC(=O)N[C@H]1CC(C)(C)[C@@H]2C[C@@](C)(O)CC[C@]12CCC(=O)NCc1cccnc1	i
O=C(CCSc1ccc2c(c1)OCCO2)NCCc1cnc[nH]1	?
O=C(NCc1cccnc1)c1cc(I)ccc1Cl	?
CN(Cc1nccs1)C(=O)c1cn(CC2CCCNC2)nn1 (centres undefined)	i
Cc1ccccc1C(C(=O)NCc1c(C)noc1C)N(C)C (centres undefined)	i
NC[C@H](O)c1ccc(O)c(O)c1	i
Cc1cccn2c(=O)c3cc(C(=O)NCc4ccc(F)cc4)sc3nc12	?
CC(C)NC(=O)Cn1c(=O)n(CC2CCC(C(=O)NCc3ccccc3)CC2)c(=O)c2sccc21 (centres undefined)	i
NC(=O)CCSc1ccc(Cl)cc1	?
Cc1nc2c(ccc3nc(NC(=O)c4ccc(C(C)(C)C)cc4)sc32)s1	i
O=C(c1cccc([N+](=O)[O-])c1)n1cccn1	i
CCC(=O)N1CCN=C1SCc1ccccc1C	?
O=C(c1coc(=O)c2ccccc12)N1CCCc2ccccc21	i
CC(=O)c1cccc(NC(=O)COc2cc(C)ccc2C(C)C)c1	i
COc1ccccc1-c1noc(CCC(=O)N2[C@@H]3CC[C@H]2CNC(=O)C3)n1	?
COc1ccc(S(=O)(=O)NC2CCCCC2C)cc1OC (centres undefined)	34%*!
O=C(CN1C(=O)/C(=C/c2ccccc2F)Sc2ccccc21)NCC1CCCO1 (centres undefined)	?
Cc1c[nH]c(C(=O)N2CCCC3(C2)C(=O)Nc2ccccc23)c1 (centres undefined)	i
NC(=O)CN(Cc1ccccc1Cl)S(=O)(=O)c1ccc(Cl)cc1	i
N#Cc1c(Nc2ccccc2)c(C=O)c[nH]c1=O	?
Cn1c(C2c3[nH]c4ccccc4c3CCN2Cc2ccco2)nc2ccccc21 (centres undefined)	?
N#CCCS(=O)(=O)c1ccc(Cc2ccc(S(=O)(=O)CCC#N)cc2)cc1	i
CC12CN(C(=O)c3ccccc3Cl)CC(C)(CN(C(=O)c3ccccc3Cl)C1)C2=O	i
COc1ccccc1CNc1nc(-c2cccnc2)nc2c1CNC2	i
CCC(NC(=O)c1ccccc1-c1ccccc1)c1ccccn1 (centres undefined)	i
COc1ccccc1Nc1nc2nonc2nc1N1CCCCC1C (centres undefined)	?
CCNc1nc(NCC)nc(NS(=O)(=O)c2ccc(C)cc2)n1	i
N/C(=N/OC(=O)c1ccc2c(c1)OCO2)c1ccccn1	i
COc1ccccc1-c1nnc([C@H]2CCN(Cc3ncc[nH]3)C2)o1	i
CC1(C)CC(=O)c2c(noc2CCCCc2onc3c2C(=O)CC(C)(C)C3)C1	i
CN(CCNC(=O)CN1C(=O)/C(=C/c2ccccc2F)Sc2ccccc21)Cc1ccccc1	?
c1ccc(CCc2noc(COc3ccc(-n4cnnc4)cc3)n2)cc1	?
Cc1cccc(-n2cc(CN(C)C(C)C(=O)Nc3nccs3)cn2)c1 (centres undefined)	?
Cc1ccccc1CN1CCC(CN(Cc2cccnc2)C(=O)c2ccccc2F)CC1	?
CSc1oc(-c2ccc(F)cc2)nc1S(=O)(=O)c1ccc(Br)cc1	i
CCc1ccccc1C(=O)N1CCNCC1C(=O)N1CCOCC1 (centres undefined)	i
O=C(Cc1ccc(F)cc1)Nc1ccc(Cl)c(N2CCCS2(=O)=O)c1	i
COc1cccc(CN2CCN(Cc3cnc(N(C)C)s3)CC2=O)c1	?
NC(=O)C(=O)O	i
CC1(C)CC(=O)C(=Cc2c[nH]c3ccccc23)C(=O)C1	i
CCOCCCn1c(=N)c(C(N)=O)cc2c(=O)n3ccccc3nc21	i
COc1ccc(Nc2cc(C)nc(N3CCN(S(=O)(=O)c4cccc(C)c4)CC3)n2)cc1	?
Cc1[nH]c2ccccc2c1SCCNC(=O)/C=C/c1ccccc1	i
CCC(=O)N1CCc2cc(Br)cc(S(=O)(=O)NC3CCCC3)c21	i

3 of the compounds above, as a markdown table:
| molecule | ST2 IL33 inh |
| --- | --- |
| NC(=O)C(=O)O | i |
| CC1(C)CC(=O)C(=Cc2c[nH]c3ccccc23)C(=O)C1 | i |
| CCOCCCn1c(=N)c(C(N)=O)cc2c(=O)n3ccccc3nc21 | i |

Another view of 7 compounds above:
canonical_smiles,ST2 IL33 inh
c1ccc(CCc2noc(COc3ccc(-n4cnnc4)cc3)n2)cc1,?
COc1ccc(Nc2cc(C)nc(N3CCN(S(=O)(=O)c4cccc(C)c4)CC3)n2)cc1,?
CCOCCCn1c(=N)c(C(N)=O)cc2c(=O)n3ccccc3nc21,i
CC1(C)CC(=O)C(=Cc2c[nH]c3ccccc23)C(=O)C1,i
CCC(=O)N1CCc2cc(Br)cc(S(=O)(=O)NC3CCCC3)c21,i
O=C(Cc1ccc(F)cc1)Nc1ccc(Cl)c(N2CCCS2(=O)=O)c1,i
Cc1cccc(-n2cc(CN(C)C(C)C(=O)Nc3nccs3)cn2)c1 (centres undefined),?

Continuation.
SMILES	ST2 IL33 inh
NC(=O)c1ccc[n+](CC(=O)c2cccc([N+](=O)[O-])c2)c1	?
COc1ccc(OC)c(S(=O)(=O)N(C)C2CCCCC2)c1	i
CCN(CC)C(=O)CCS(=O)(=O)c1cccc2nsnc12	i
O=C(Nc1ccc(F)c(Cl)c1)C1CCCN(S(=O)(=O)c2cnc[nH]2)C1 (centres undefined)	i
O=C(Nc1nc(-c2ccc3ccccc3c2)cs1)c1ccc(S(=O)(=O)N2CCCCC2)cc1	?
COc1ccc(C2Nc3ccccc3C(=O)N2Cc2ccco2)cc1COc1ccc(F)cc1 (centres undefined)	i
CC(=O)Nc1ccc(C(=O)N2CCC(=O)N(CC3CC3)C(C(C)C)C2)cc1 (centres undefined)	i
Cc1cccnc1CN1CCN(S(=O)(=O)NCc2ccccc2)CC1	i
CC(C)NC(=O)[C@@H]1C[C@H](N)CN1C(=O)CCn1cc(Cl)cn1	?
Cc1nn(C)cc1CN1CCOc2ccc(CN3CCC(OCc4ccccc4)CC3)cc2C1	i
O=c1[nH]c2ccccc2c2oc(-c3ccccc3)nc12	i
COc1ccc(CCN2C(=O)CN(Cc3ccccc3)CC2=O)cc1OC	i
COc1ncc(-c2ccc(NC(C)=O)cc2)c(OC)n1	i
O=C(Nc1c2c(nn1-c1ccc(Cl)cc1)CSC2)c1c(F)cccc1F	i
COc1ccc(C(=O)/C=C(\C)c2ccc(OC)cc2)cc1	43%*
Fc1ccc(C2Oc3ccccc3C3=C2C(c2ccccc2)n2ncnc2N3)cc1 (centres undefined)	i
O=C(Nc1ccc(Br)cc1F)N1CCN(Cc2nc3cccnc3n2-c2cccc(F)c2)CC1	i
CCOC(=O)c1nn(Cc2ccccc2)c2c1CN(Cc1ccc(Sc3nncn3C)o1)CC2	i
CC(C)Cc1cc(C(=O)Nc2sc3c(c2C(N)=O)CCCC3)no1	i
CCOc1ccc(OC(=O)Cn2cnc3sc4c(c3c2=O)CCCC4)cc1	?
CCOC(=O)c1ccc(NS(=O)(=O)c2c(C)[nH]c(=O)[nH]c2=O)cc1	i
COCCCNC(=O)c1nn(-c2ccc(OC)c(Cl)c2)c(=O)c2c1c1ccccc1n2C	i
O=C(Cc1ccc([N+](=O)[O-])cc1)Nc1c(Cl)cccc1Cl	i
Cc1[nH]nc(SCC(=O)N2CCN(c3ccc(F)cc3)CC2)c1[N+](=O)[O-]	i
CN(C)S(=O)(=O)c1ccc(C(=O)Nc2nnc(-c3ccccc3Cl)o2)cc1	i
O=C(C1CCN(S(=O)(=O)c2cccs2)CC1)N1CCN(c2ccccc2)CC1	i
Cc1ccn2c(=O)cc(COc3cccc(NC(=O)c4ccc(C(C)(C)C)cc4)c3)nc2c1	i
O=C(Nc1nc2c(cc3c4c(cccc42)CC3)s1)c1ccc2c(c1)OCCO2	i
COc1cccc(C(=O)N2CCN=C2SCc2ccc(Br)cc2)c1OC	i
CN(C)CC1(O)CCCN(C(=O)CCOc2ccccc2)C1 (centres undefined)	i
COc1ccc(CC(=O)N2CCN=C2SCc2ccccc2C)cc1OC	i
Cc1cccc(N2CCC(N=CN3CCOCC3)=N2)c1	?
CC(C)C1CN(C(=O)c2ccccc2-n2cncn2)CCC(=O)N1CC1CC1 (centres undefined)	i
CC1CCCC(NC(=O)C2CCC(CNS(=O)(=O)c3cccc4nsnc34)CC2)C1C (centres undefined)	i
CSc1cccc(CN(C)Cc2c(CO)cnc(C)c2O)c1	i
CCn1nc(C)c(CNC(=O)c2ccc(OC3CCN(C(=O)COC)CC3)cc2)c1C	?
Cc1ccccc1-c1nc2cc(NC(=O)c3cc([N+](=O)[O-])cc([N+](=O)[O-])c3)ccc2o1	i
COc1cc2c(CCNC(C)=O)c[nH]c2cc1Cl	i
CCOC(=O)c1cnc2c(C)c(Cl)ccc2c1Nc1ccc(C(=O)O)cc1	i
Cc1[nH]c2ccccc2c1SCCNC(=O)C(C)Oc1ccccc1 (centres undefined)	i
COc1ccc(/C=C2\SC(N3CCCCCC3)=NC2=O)c(OC)c1	i
CCOC(=O)C(C)(C)Sc1nc2c(c(=O)n1-c1ccc(C)cc1)SCC2	i
COC(=O)c1c(S(=O)(=O)N2CCCCCCC2)sc2c1CCN(C(=O)CSC)C2	i
O=C(C1CCN(S(=O)(=O)c2cccs2)CC1)N1CCN(c2cccc(Cl)c2)CC1	i
COC(=O)[C@@H](C)NC(=O)[C@H]1CN(C(C)=O)CCN1S(=O)(=O)c1ccccc1	i
CCc1nnc(NC(=O)c2ccncc2)s1	i
N#CSC(CS(=O)(=O)c1ccccc1)c1ccccc1 (centres undefined)	?
COC(=O)[C@@H](Cc1cccnc1)NC(=O)[C@H]1CN(C(=O)Nc2ccccc2)CCN1S(=O)(=O)c1ccccc1	i
O=C(O)CC1(CC(=O)N[C@H]2CO[C@H]3[C@@H]2OC[C@@H]3n2nnnc2Oc2ccccc2)CCCC1	?
O=C1OC(c2cc([N+](=O)[O-])ccc2Cl)=N/C1=C\c1ccccc1Br	?
Cc1ccc(C(NC(=O)c2ccc(-n3cnnc3)cc2)c2ccncc2)cc1 (centres undefined)	i
COc1ccc(-c2nc3s/c(=C\c4ccc(N(C)C)cc4)c(=O)n3n2)cc1	i
CC1=C(C(=O)OCC2CCCO2)C(c2cccnc2)C2=C(CC(C)(C)CC2=O)N1 (centres undefined)	i
CC[C@H]1CN(C(=O)c2ccc(F)cc2)CC[C@H]1CC(=O)NC1CC1	i
CCC(C)Nc1ncnc2c1cnn2-c1ccc(C)cc1C (centres undefined)	i
Cc1cc(CC(=O)Nc2ccccc2Sc2c(C)n[nH]c2C)on1	i
COc1ccccc1OCCOc1ccc([N+](=O)[O-])cc1/C=C1/C(=O)N(c2ccccc2)N=C1C	i
CCOc1ccc(/C=c2\sc3n(c2=O)CN(c2ccc([N+](=O)[O-])cc2)CN=3)cc1	i
Cc1c(C(=O)Nc2ccc(NC(=O)c3cccc(Cl)c3)cc2)cccc1[N+](=O)[O-]	i

Not all compounds are listed (hit frequency here may not be typical).
